Screening results as filed in PubChem BioAssay.
aDG glyco act: activators of alpha-DG glycosylation, primary screen, uHTS, Pro5-aDG cells, AlphaScreen; alpha-DG glycosylation AlphaScreen (IIH6); 0% Pro5, 100% B10-LARGE cell signal; activation, % at 10 µM; 360,000 tested, 0.22% active;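 active = activation of at least 8% versus controls, or a plate z-score of at least 8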;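 note: Pro5 are CHO cells carrying HIG-tagged alpha-DG that lacks glycosylation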
NR2E3 ag-1: NR2E3 agonists in two-hybrid cells, primary screen, cell-based, luminescence, CHO-S, Gal4-NCOR/VP16-NR2E3. luciferase. Photoreceptor-specific nuclear receptor (Homo sapiens), Q9Y5X4. AID 602229, 2012. inhibition of corepressor binding, % at 3.98 µM. 360,000 tested, 0.35% active;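 active = inhibition above the mean of all tested compounds plus 3 SD, cut at about 70% in these data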;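 note: 0% = DMSO with NR2E3 transfected cells and 100% = cells lacking NR2E3 construct; higher means lower luciferase signal from less NR2E3 corepressor binding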
Target sequence (Q9Y5X4 whole entry, looked up, the tested form may be a part): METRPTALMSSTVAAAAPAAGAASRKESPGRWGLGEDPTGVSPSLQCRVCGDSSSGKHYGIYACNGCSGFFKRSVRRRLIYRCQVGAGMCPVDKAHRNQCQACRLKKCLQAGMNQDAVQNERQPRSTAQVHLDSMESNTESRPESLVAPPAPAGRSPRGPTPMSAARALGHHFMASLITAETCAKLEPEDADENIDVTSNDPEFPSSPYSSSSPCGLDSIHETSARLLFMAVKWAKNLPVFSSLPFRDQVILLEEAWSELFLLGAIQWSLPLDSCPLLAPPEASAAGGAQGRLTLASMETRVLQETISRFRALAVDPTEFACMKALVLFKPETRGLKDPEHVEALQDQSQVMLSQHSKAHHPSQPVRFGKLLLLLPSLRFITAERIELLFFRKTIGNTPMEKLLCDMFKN
NR2E3 ag-2: inhibitors of NR2E3-RetCOR corepressor binding, primary screen, NR2E3 agonist project, biochemical, TR-FRET, GST-NR2E3, biotin-RetCOR. Photoreceptor-specific nuclear receptor (Homo sapiens), Q9Y5X4. 1536-well. inhibition of corepressor binding, % at 4.78 µM. 320,000 tested, 0.12% active. AID 2300, 2010;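 active = percent inhibition above the cutoff of mean plus 3 SD of all tested compounds, set per screening campaign, cut at about 20% in these data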;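 note: 0% = DMSO wells and 100% = biotin wells as full block of FRET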
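system = GST-tagged NR2E3 plus biotinylated RetCOR corepressor | input = 1.35 nM GST-NR2E3 | also added = 7 nM biotin-RetCOR | schedule = 5 h incubation at 4 °C | measured by = TR-FRET with europium anti-GST and streptavidin-D2, 340 nm excitation | read-out = percent loss of FRET ratio relative to control wells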
KKLEB tox: cytotoxicity in KKLEB CF airway cells, primary screen, cytotoxicity control for CF NF-kB inhibitor project, cell-based, uHTS, fluorescence assay plates. activity change (cytotoxicity), % at 5 µM. 360,000 tested, 0.36% active. KKLEB CF airway cells viability, ATPlite luminescence, overnight; stronger effect = lower value; cells stimulated with P. aeruginosa culture filtrate;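 active = corrected activity change at or below -50% at 5 µM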
HIF-2a inh: HIF-2a reporter inhibitors, primary screen, luminescence, 786-0 RCC cells | 786-0 RCC cells HIF-2a reporter, luciferase luminescence, overnight | inhibition, % at 18.8 µM | 360,000 tested, 0.72% active;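 active = inhibition of the luminescence signal of 40% or more relative to plate controls, in a single-dose primary screen at 18.75 µM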
Shn3 3UTR inh: reduction of Shn3 3'UTR firefly luciferase signal, primary screen, Schnurri-3 inhibitor project, cell-based, Clone20 osteoblasts, set 2; inhibition, % at 12.5 µM; AID 588674, 2011; Clone20 osteoblast Shn3 3'UTR firefly luciferase, 24 h; 360,000 tested, 0.52% active;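 active = mean inhibition of at least 75% with every replicate also reaching 75%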;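 note: 0% = median of neutral control wells and 100% = pilot-screen positive control compound; some compounds past the cut are filed as inactive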
TRPM1 prom inh: inhibitors of MITF-dependent TRPM1 promoter reporter, primary screen, cell-based, SK-MEL-5, single point, luciferase; inhibition, % at 12.5 µM; SK-MEL-5 TRPM1 promoter luciferase, 24 h; 330,000 tested, 0.83% active;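 active = mean inhibition across replicates of 60% or more, whatever share of single replicates reaches that level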; note: values of inactives mirror those of a sister screen read the other way
CF NFkB inh: inhibitors of PAF-induced NF-kB signaling, primary screen, cell-based, GFP fluorescence, uHTS; inhibition, % at 5 µM; KKLEB NF-kB-GFP reporter, GFP fluorescence overnight; 360,000 tested, 0.86% active;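 active = at least 50% inhibition at 5 µM, scaled per plate between neutral and stimulator controls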;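 note: PAF is a Pseudomonas aeruginosa culture filtrate used as stimulus; plate controls were PAF-stimulated DMSO wells for no effect and unstimulated DMSO wells for full effect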
hiPSC survival: enhancers of single-cell hiPSC survival, primary screen, ATPlite luminescence. 100% = ROCK inhibitor wells, 0% = DMSO. survival enhancement, % at 20 µM. 360,000 tested, 0.044% active; in the data active = survival enhancement above about 18%;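 note: cells exposed to compounds for 16 hours before the ATP read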
Peg3 promoter: Peg3 promoter-driven luciferase inhibitors, primary screen, cell-based, HeLa, luciferase luminescence. inhibition, % at 20 µM. HeLa PEG-Prom luciferase reporter, overnight. 360,000 tested, 1.7% active;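 active = inhibition of at least 50% at 20 µM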
TWEAK-Fn14 inh: inhibitors of TWEAK-Fn14 signaling, primary screen, luciferase reporter cells, uHTS; TWEAK-stimulated Fn14 reporter cells, luciferase luminescence, 8 h; inhibition, % at 10 µM; 360,000 tested, 2% active; in the data active = inhibition above about 50%
Starred values were filed as active, the others as inactive; nt = no result given.

SMILES	aDG glyco act	NR2E3 ag-1	NR2E3 ag-2	KKLEB tox	HIF-2a inh	Shn3 3UTR inh	TRPM1 prom inh	CF NFkB inh	hiPSC survival	Peg3 promoter	TWEAK-Fn14 inh
COc1ccc(N2C(=O)CC(c3ccccc3)C2=O)cc1 (centres undefined)	-0.1	-16	1	21	15	-1	-6	-14	-0.3	7	-19
O=C(NC(=O)c1ccc(F)cc1F)Nc1ccc(Cl)cc1	-0.2	-21	1	8	-210	-107	-60	0	0.2	-120	-17
O=C(Nc1ccc(-c2ccco2)cc1)C1CCCN(Cc2ccco2)C1 (centres undefined)	-0.3	-19	nt	1	-19	-13	nt	-6	-0.2	1	-20
Cc1cccc(CN2CCC(N3CC(C)OC(C)C3)CC2)c1 (centres undefined)	0.0	-54	2	5	23	-30	7	-16	-0.5	13	4
Cc1ccc(S(=O)(=O)c2nc(-c3ccccc3)oc2NCc2cccnc2)cc1	-0.7	16	3	1	17	5	-2	-8	-0.8	25	12
O=C(NCC1CCCCC1)c1ccc([N+](=O)[O-])cc1	0.0	-35	2	2	-40	-28	-6	-2	-0.5	-26	-10
Cc1csc2c(N3CCC(C(=O)O)CC3)ncnc12	-0.1	-1	1	-3	13	7	-9	-2	1.0	4	-13
Brc1cc(Br)cc(CN2CCSCC2)c1	0.0	-25	5	9	17	-4	nt	-10	1.3	15	-12
COc1cc(NC(=NS(=O)(=O)c2ccccc2)c2ccccc2)ncn1	0.0	-68	nt	-10	-82	-34	-39	29	-0.6	-56	-7
CCOc1ccc(OCCC(=O)OCC(=O)NC2CCCC2)cc1	-0.1	-41	3	6	6	-1	6	-27	-0.4	14	-1
CCOC(=O)C1=C(C)NC(=O)NC1c1cc(Br)c(O)c(OC)c1 (centres undefined)	0.2	-6	5	-5	4	-7	5	0	-0.6	7	-10
COc1ccccc1NC(=O)C(CC(=O)O)Cc1cc(C)cc(C)c1 (centres undefined)	-0.5	3	nt	11	7	-13	nt	0	-0.5	9	1
O=C(c1ccco1)N1CCN(C(c2cccs2)c2nnnn2C2CCCC2)CC1 (centres undefined)	0.1	-19	5	3	11	-3	3	4	-2.6	13	-11
Cn1c(=S)[nH]c2ccccc21	0.0	3	0	6	23	0	17	-1	5.0	8	5
C=CCn1c(O)c(N=NC(=O)OC(C)(C)C)c2ccccc21	-0.1	-2	3	7	-24	-10	-3	16	2.1	4	-18
COc1cc(C(O)CO)ccc1OS(=O)(=O)O (centres undefined)	-0.2	-16	0	-4	-6	-5	-5	14	0.8	-4	1
Fc1ccc(NC(=S)N/N=C/c2ccc(F)c(F)c2)c(F)c1	0.5	-9	-2	-2	-100	-2	-7	-2	-2.5	-67	-19
CC1CCCC(NC(=O)CCS(=O)(=O)c2cc3c(cc2Cl)NC(=O)CO3)C1C (centres undefined)	0.0	-12	-2	1	17	-11	8	-5	-0.6	0	-15
Cc1cc(S(=O)(=O)N(Cc2ccccc2Cl)c2ccc3c(c2)CCC3)ccc1-n1cnnn1	1.1	-6	1	2	19	41	0	-4	-0.9	8	36
Cc1ccc(Cc2c(-c3ccc(C)cc3)nc3cc(C)ccn23)cc1	0.0	-141	nt	4	-262	-82	nt	6	-1.8	-185	34
Cn1c(SCC(=O)NCc2ccccc2)nnc1-c1ccc(NC(=O)CCc2ccccc2)cc1	-0.1	-2	-3	0	19	0	12	-2	-0.1	26	1
CC1(c2ccc3ccccc3c2)NC(=O)N(CC(=O)Nc2cccc(S(=O)(=O)N3CCOCC3)c2)C1=O (centres undefined)	-0.4	3	-4	-6	23	-12	5	-4	0.9	37	8
CCN(CC)S(=O)(=O)c1cccc(-c2nnc(SCc3nnc(-c4cccs4)o3)n2N)c1	0.0	-4	2	-29	6	6	1	14	1.5	-12	12
O=C(NCCOc1ccccc1)c1ccccc1[N+](=O)[O-]	-0.4	-5	0	4	-29	-32	-11	7	-2.3	1	-1
Cc1ccc(OCCC(=O)NCCc2ccc(S(N)(=O)=O)cc2)cc1	0.2	-2	1	4	9	-7	-5	21	1.6	5	-3
CC(=O)Nc1cccc(-c2cc(NC=O)c3ncc(-c4ccc(F)c(Cl)c4)n3c2)c1	0.3	18	nt	1	-12	14	nt	-26	-1.4	40	82*
COc1ccc(S(=O)(=O)N2CCN(CC3CC=CCC3)CC2)cc1 (centres undefined)	0.0	5	-2	2	10	5	-3	10	-0.6	9	3
CC(C)Cc1nnc(NC(=O)CS(=O)(=O)Cc2ccccc2)s1	0.5	-13	-4	-6	17	5	4	-13	3.1	14	3
COc1cccc2cc(C(C)N(CCCN3CCOCC3)C(=S)Nc3ccccc3C)oc12 (centres undefined)	-0.1	-1	0	6	3	1	-5	-10	-0.2	-9	-18
CC(C)(C)NC(=O)C(OC(=O)c1cccs1)c1ccc(F)cc1 (centres undefined)	1.4	-15	3	4	10	12	4	-12	2.4	-7	-4
O=C(COC(=O)[C@@H]1CC(O)CN1S(=O)(=O)c1ccc(Cl)c(Cl)c1)NC(=O)NCc1ccccc1 (some centres undefined)	1.4	-4	nt	-9	12	4	-4	8	0.2	8	-5
O=[N+]([O-])c1ccc(CSc2nnc3ccccn23)cc1	-0.3	-19	-4	-15	-6	-2	-4	-4	0.5	-11	-9
CC1(Cc2ccc(OC(F)(F)F)cc2)C(=O)Nc2ccc(S(=O)(=O)NC3CCCCC3)cc21 (centres undefined)	1.9	85*	nt	-11	-34	2	nt	20	-1.0	43	78*
CCOC(=O)c1nnn(CC(=O)N2N=C(c3cc(C)ccc3C)CC2c2ccc(OC)cc2)c1C(=O)OCC (centres undefined)	0.7	-29	2	-6	16	9	3	12	0.0	9	12
O=C(O)CSCC(=O)Nc1cccc2ccccc12	-0.2	4	3	-5	3	8	6	-18	1.2	6	6
O=C(CCCn1c(=O)[nH]c2cc(Cl)ccc2c1=O)NCCCN1CCCC1=O	-0.2	-4	1	-2	7	-10	-1	-18	-5.4	6	-2
Cc1cc(C(F)(F)F)c2c(N)c(C(=O)Nc3cc(C)on3)sc2n1	0.6	9	1	-2	-152	-53	-70	0	-1.1	-139	-32
COc1ccccc1CNc1nc(SC)ncc1CO	0.0	6	-4	5	1	9	3	-25	2.5	3	18
O=S(=O)(c1ccccc1)N(C1=NCCS1)S(=O)(=O)c1ccccc1	-0.2	-17	2	-4	6	-14	-2	9	-2.2	18	-13
Cc1cc(C)cc(Oc2coc3c(CN(C)C)c(O)ccc3c2=O)c1	-0.1	-12	4	-9	19	11	-4	-25	-0.7	15	-3
Cc1oc(C(=O)O)cc1COc1ccc2c(C)cc(=O)oc2c1	-0.2	-11	4	-1	6	7	-1	3	-2.6	-7	8
COc1ccc(C(CNC(=O)c2cccc(S(=O)(=O)N3CCOCC3)c2)N2CCOCC2)cc1 (centres undefined)	-0.1	-2	nt	3	18	-31	2	-4	-0.5	2	3
O=C1NC[C@@H](CCCCN2C[C@H](Cc3ccccc3)N(CCc3ccc(O)cc3)C(=O)C2=O)N(CCc2ccccc2)C1=O	0.1	4	nt	nt	-1	nt	nt	nt	-0.7	nt	10
CCCCc1ccc(NC(=O)NCc2ccccn2)cc1	0.1	-33	3	-8	-89	5	-7	38	-0.2	-22	-9
O=C(CSc1ncnc2c1oc1ccccc12)Nc1cccc(F)c1	0.5	-45	1	10	10	6	7	-2	-2.4	16	19
CC(C)[C@H](NC(=O)c1ccccc1F)C(=O)Nc1ccc2c(c1)OCO2	0.0	-2	-1	-14	-3	6	-5	12	-2.8	-10	0
COc1ccc(C(=O)N/C(=C\c2ccccc2)C(=O)NC(CC(C)C)C(=O)O)cc1 (centres undefined)	-0.2	8	5	-6	14	-30	-8	-8	1.5	6	-1
CCCOC(=O)CN1C(=O)c2ccccc2C1=O	-0.1	-1	3	15	1	2	-7	2	-1.4	4	82*
COc1ccc(C(=O)NNC(=S)NC2CCCCC2)cc1OC	-0.1	0	-3	-4	-79	-16	6	0	4.2	-52	50
CCSc1nnc(CNc2ccc(F)cc2)n1CC1CCCO1 (centres undefined)	0.1	2	0	8	10	3	-4	-23	3.6	9	-17
CCOC(=O)C1=C(CSc2nc3c(cc2C#N)CN(C)CC3)OC(N)=C(C#N)C1c1ccc(F)cc1 (centres undefined)	-0.1	-26	1	8	5	-15	9	2	0.0	4	11
Cc1c(NC(=O)CSc2nnnn2-c2ccc(C(=O)O)cc2)c(=O)n(-c2ccccc2)n1C	1.3	2	1	5	15	16	4	-7	-3.2	8	15
CCOc1ccc(CN2CCN(CCCc3ccccc3)C(CCO)C2)cc1 (centres undefined)	0.2	5	3	-2	10	23	1	-13	0.0	2	2
CCOc1ccc(/C=N/NC(=O)c2nnn(-c3nonc3N)c2COc2ccc(F)cc2)cc1	-0.3	0	3	7	15	17	-3	-36	-0.2	54*	-11
COc1ccc2c(c1)C(C)CC(C)(C)N2C(=O)CSc1ncn[nH]1 (centres undefined)	0.0	-24	4	9	0	-3	8	1	2.2	5	-8
Cc1cccc(N(C(=O)c2snc(C(N)=O)c2N)C(C(=O)NCC2CCCO2)c2c[nH]c3ccccc23)c1 (centres undefined)	-0.2	-15	1	-1	10	11	9	14	-0.1	7	-2
CCOc1ncccc1C(=O)OCC(=O)NCCCc1ccccc1	-0.1	13	nt	-1	9	-10	nt	0	-0.5	9	14
O=C1C=C(c2ccc(Oc3ccccc3)cc2)C[C@@H](c2ccc(F)cc2)C1	-0.1	-9	0	-8	-17	13	-1	7	-1.7	-4	-24

In the list so far, these contain bromine:
SMILES	aDG glyco act	NR2E3 ag-1	NR2E3 ag-2	KKLEB tox	HIF-2a inh	Shn3 3UTR inh	TRPM1 prom inh	CF NFkB inh	hiPSC survival	Peg3 promoter	TWEAK-Fn14 inh
Brc1cc(Br)cc(CN2CCSCC2)c1	0.0	-25	5	9	17	-4	nt	-10	1.3	15	-12
CCOC(=O)C1=C(C)NC(=O)NC1c1cc(Br)c(O)c(OC)c1 (centres undefined)	0.2	-6	5	-5	4	-7	5	0	-0.6	7	-10

Laid out differently: results already given
| molecule | aDG glyco act | NR2E3 ag-1 | NR2E3 ag-2 | KKLEB tox | HIF-2a inh | Shn3 3UTR inh | TRPM1 prom inh | CF NFkB inh | hiPSC survival | Peg3 promoter | TWEAK-Fn14 inh |
| --- | --- | --- | --- | --- | --- | --- | --- | --- | --- | --- | --- |
| COc1ccc(C(=O)NNC(=S)NC2CCCCC2)cc1OC | -0.1 | 0 | -3 | -4 | -79 | -16 | 6 | 0 | 4.2 | -52 | 50 |
| CCSc1nnc(CNc2ccc(F)cc2)n1CC1CCCO1 (centres undefined) | 0.1 | 2 | 0 | 8 | 10 | 3 | -4 | -23 | 3.6 | 9 | -17 |
